HCMV antiviral: qHTS Assay for inhibitors of the human cytomegalovirus (HCMV). activity change, negative = inhibition, % at 57.5 µM. 410,000 tested, 4.5% active. HFF cells, HCMV-luciferase reporter, 72 h; active compounds read low; in the data active = activity change below about -60%; inconclusive = no clear call, values can overlap the other calls; inactive = above about -39%
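Two compound doses tested in HFFs infected with HCMV-luciferase, MOI 1 PFU/cell, 72 h at 37C. Lysate luminescence read with OneGlo; data normalized against buffer-only and 10uM Salinomycin inhibitor controls.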
TbPYK inhibitor: qHTS of Trypanosoma Brucei Inhibitors; pyruvate kinase (Trypanosoma brucei), Q57TT1; AID 624173, 2012; TbPYK enzyme, Kinase-Glo Plus ATP luminescence, 45 min; Potency, µM (top dose mostly 76.8 µM), for inactives: top-dose activity, negative = inhibition, hits mostly inhibitors; 410,000 tested, 0.12% active; also: potency is read from the fitted curve at half-maximal effect; nearly all actives have a fitted effect of over 50% in size
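Screened from lowest to highest concentration, compounds were pinned into TbPYK/substrate mixtures, and ADP (130 uM final) was added. Plates sat at room temperature for 45 min prior to Kinase-Glo Plus detection by luminescence.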
AMA1 RON2 block: qHTS for Inhibitors of AMA1-RON; Towards Development of Antimalarial Drug Lead: Primary Screen; Plasmodium falciparum AMA1 (3D7) - RON2 peptide interaction; AlphaScreen AMA1-biotinylated RON2 peptide binding; Potency, µM (highest dose often 58.2 µM), without a hit: top-dose activity change, negative = inhibition, actives largely listed as inhibitors; 360,000 tested, 0.2% active; AID 720542, 2013;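 also: potency is read from the fitted curve at half-maximal effect; 0% = vehicle wells and -100% = peptide control; nearly all actives have a fitted effect of over 45% in size; some results filed as inactive show a strong effect at the top dose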
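AMA1 (3D7) with his tag at 25 nM final met compounds first, then biotinylated RON2 peptide at 25 nM; detection used donor plus acceptor beads, 10 µg/mL apiece, read by AlphaScreen after 30 min at room temperature.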
Sm TGR block: qHTS Assay for the Inhibitors of Schistosoma Mansoni Peroxiredoxins; Schistosoma mansoni thioredoxin glutathione reductase (TGR), Q962Y6; Potency, µM (doses to about 114 µM), for inactives: top-dose activity change, negative = inhibition, hits mostly inhibitors; 360,000 tested, 3% active; purified TGR, DTNB reduction, TNB absorbance 405 nm; also: potency is read from the fitted curve at half-maximal effect; nearly all actives have a fitted effect of over 60% in size
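Kinetic colorimetric format: TGR-catalysed, NADPH-driven DTNB reduction monitored via TNB absorbance. Enzyme dispensed at 20 nM; compound exposure 15 min at room temperature before reaction start.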
AmpC inh detg: qHTS Inhibitors of AmpC Beta-Lactamase (assay with detergent) | P00811 | AmpC hydrolysis of nitrocefin, absorbance 480 nm, 0.01% Triton | Potency, µM (top dose mostly 114 µM), inactives show at the top dose activity change, negative = inhibition, hits mostly inhibitors | 370,000 tested, 0.041% active;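 also: potency is read from the fitted curve at half-maximal effect; 0% = no-compound wells and -100% = no-enzyme wells; nearly all actives have a fitted effect of over 25% in size; some results filed as inactive show a strong effect at the top dose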
Target sequence (P00811 whole entry, looked up): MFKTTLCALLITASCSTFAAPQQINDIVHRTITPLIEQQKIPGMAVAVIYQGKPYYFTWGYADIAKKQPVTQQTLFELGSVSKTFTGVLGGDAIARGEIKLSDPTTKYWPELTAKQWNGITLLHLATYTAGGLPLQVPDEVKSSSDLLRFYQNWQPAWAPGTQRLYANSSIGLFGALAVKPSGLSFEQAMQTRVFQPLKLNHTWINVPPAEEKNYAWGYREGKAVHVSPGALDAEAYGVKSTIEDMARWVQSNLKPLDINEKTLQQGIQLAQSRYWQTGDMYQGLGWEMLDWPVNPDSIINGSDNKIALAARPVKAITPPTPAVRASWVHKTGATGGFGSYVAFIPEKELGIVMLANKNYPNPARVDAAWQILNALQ
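20 mM phosphate pH 7.0 + 0.01% (detergent screen) or 0.0001% Triton X-100; 5.3 nM AmpC reagent; cpd preinc 15 min RT; nitrocefin (800 uM stock) to start; A480 q20 s × 4 min; Activity was normalised to no-enzyme and no-compound control wells.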
LmPK inhibitor: qHTS Assay for Inhibitors of Leishmania Mexicana Pyruvate Kinase (LmPK) | Q27686 | purified LmPK, Kinase-Glo ATP luminescence, 1 h | Potency, µM (titrated, usually from 57.5 µM), for the others: top-dose activity change, negative = inhibition, actives largely listed as inhibitors | 290,000 tested, 0.37% active | AID 1721, 2009; also: potency is read from the fitted curve at half-maximal effect
Target sequence (Q27686 whole entry, looked up): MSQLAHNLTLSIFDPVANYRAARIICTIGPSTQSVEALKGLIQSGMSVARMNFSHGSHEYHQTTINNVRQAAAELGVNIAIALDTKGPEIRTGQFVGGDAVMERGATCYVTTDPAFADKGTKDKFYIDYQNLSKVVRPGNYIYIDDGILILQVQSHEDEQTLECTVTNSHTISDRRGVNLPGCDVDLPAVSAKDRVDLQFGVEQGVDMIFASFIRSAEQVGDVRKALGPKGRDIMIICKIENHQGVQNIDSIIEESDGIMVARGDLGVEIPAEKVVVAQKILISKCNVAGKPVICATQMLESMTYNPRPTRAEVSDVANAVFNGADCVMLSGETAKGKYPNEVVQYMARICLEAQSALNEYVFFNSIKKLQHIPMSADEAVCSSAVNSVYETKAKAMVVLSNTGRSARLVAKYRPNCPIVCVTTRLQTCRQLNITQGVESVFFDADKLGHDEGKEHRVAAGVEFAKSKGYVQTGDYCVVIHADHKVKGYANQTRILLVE
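Screened at intermediate enzyme activity to detect both inhibitors and activators: LmPK at 0.1 nM, with a 0.5 nM enzyme column as activation reference. PEP 0.5 mM, ADP 0.1 mM; ATP detected by luminescence after 1 h.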
AmpC inh no detg: qHTS Inhibitors of AmpC Beta-Lactamase (assay without detergent) | P00811 | AID 485341, 2010 | Potency, µM (series often up to 57.1 µM), inactives show at the top dose activity change, negative = inhibition, most hits filed as inhibitors | AmpC nitrocefin hydrolysis, absorbance 480 nm, 0.0001% Triton | 330,000 tested, 0.52% active;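 also: potency is read from the fitted curve at half-maximal effect; plate controls were no compound for no effect and no enzyme for full effect; nearly all actives have a fitted effect of over 20% in size; some results filed as inactive show a strong effect at the top dose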
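20 mM phosphate pH 7.0 + 0.01% (detergent screen) or 0.0001% Triton X-100; 5.3 nM AmpC reagent; cpd preinc 15 min RT; nitrocefin (800 uM stock) to start; A480 q20 s × 4 min; Activity was normalised to no-enzyme and no-compound control wells.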
Active calls of the source: *; ? = inconclusive; . = not tested or not shown; [ ] = remark or other dose. Unless noted, calls follow the shape of the dose curve; as a rule, active = well fitted curve in the direction sought with a large enough effect; inconclusive = small, poorly fitted or top-dose-only effect, or another doubt; inactive = no such curve, though single readings can be large; an effect the other way counts as inactive or inconclusive. Unless noted, % is scaled to controls: 0 for no effect and ±100 for the full control effect.

molecule | AmpC inh no detg | AMA1 RON2 block | HCMV antiviral | LmPK inhibitor | TbPYK inhibitor | Sm TGR block | AmpC inh detg
COc1cccc(C(=O)NNC(=O)Cc2ccc([N+](=O)[O-])cc2)c1 | -18% | 20% | -12 | -3% | -9% | 8% | -2%
O=C(CCSCc1cccc(F)c1)NCc1ccccc1 | . | . | -3 | . | -3% | 3% | 2%
Cc1nnc(Nc2ccc(O)cc2)[nH]c1=O | -30% | 2% | -20 | -8% | -5% | . | -10%
COC(=O)C1=C(c2cccc(C#N)c2)C[C@@H]2CC[C@H]1N2C(=O)N1CCOCC1 | 0% | 0% | 3 | . | 6% | -3% | 0%
C/C(=N\NC(=O)c1c([N+](=O)[O-])c(C)nn1C)c1ccc(NC(=O)c2ccc(C)o2)cc1 | -2% | 23% | 32 | 1% | -9% | 1% | -3%
O=C(NC1CCCCC1)c1ccccc1-c1ccccc1 | -16% | 8% | -3 | 5% | 2% | 7% | -6%
Cc1cc(Cl)ccc1OCC(=O)n1cc(C(=O)c2cc(Cl)ccc2O)cn1 | -37% | . | . | 0% | . | . | 9%
COC(=O)c1ccc(N2Cc3ccccc3/C2=N\C(=O)Nc2ccccc2)cc1 | -20% | 13% | ? | -1% | 1% | -3% | -2%
CCc1ccc(C(C(=O)NC2CCCC2)N(C(=O)c2csnn2)C2CC2)cc1 (stereo not drawn) | 14% | -4% | -29 | -6% | -3% | 9% | 2%
CN(C)c1ccc(C(=O)N(Cc2ccccc2)Cc2ccccc2)cc1 | -6% | ? | -38 | 5% | 6% | -12% | -1%
COc1cccc(C(c2nnnn2C(C)(C)C)N2CCN(C/C=C/c3ccccc3)CC2)c1OC (stereo not drawn) | . | -29% | -23 | . | -9% | . | .
CCOC(=O)c1cc(-c2ccccc2)n(CCC(=O)Nc2cc(OCC)ccc2OCC)c1C | . | . | 0 | . | -1%[15.4 µM] | 18% | 7%
Cc1cccc(NC(=O)CSc2nc3ccccc3c(=O)n2C)c1C | . | 2% | -68* | . | 1% | . | .
COc1ccc(OC2CCN(S(=O)(=O)c3ccc(C(C)=O)cc3)CC2)cc1 | 25% | -12% | -63* | -1% | 2% | 3% | 1%
CCOc1ccc(N2C(=O)/C(=C/c3cccs3)N(C)C2=S)cc1 | -16% | -1% | -20 | 1% | 5% | -2% | -3%
COC(=O)[C@@]12CCCN1[C@H](c1ccc(-c3ccc4c(c3)OCO4)cc1)[C@H]1C(=O)N(C)C(=O)[C@H]12 | 135%[activator] | -17% | ? | . | 4% | . | .
Cc1ccc(-n2c(=O)cc(N3CCCCCC3)[nH]c2=O)cc1 | -22% | 36%[activator] | 15 | 2% | 0% | 11% | 1%
COc1ccc(CCNC(=O)c2ccc3nc(Cc4ccccc4)oc3c2)cc1OC | . | . | -17 | . | 10% | 9% | 15%
COc1ccccc1NC(=O)Cc1nnc(SCC(=O)NC2CCCC2)n1C | -16% | 5% | 52 | -3% | 0% | 6% | -6%
O=C(CCNS(=O)(=O)c1ccccc1)NNC(=O)COc1ccccc1F | -14% | 92%[activator] | -10 | . | 4% | . | .
Cc1ccc(F)cc1NC(=O)c1c(-c2ccccc2)noc1C | -15% | 2% | 21 | 1% | -4% | -16% | ?
COc1cccc(C2c3[nH]c4ccccc4c3CCN2CCCn2cccn2)c1 (stereo not drawn) | 44% | ? | -10 | 7% | -6% | -3% | 10%
O=C(NC(NC(=O)c1ccccc1)c1cccc([N+](=O)[O-])c1)c1ccccc1 | -41% | 15% | 23 | 0% | 4% | -11% | ?
COc1ccccc1C(=O)Nc1cc(-c2cccc(Br)c2)nn1-c1ccccc1 | . | . | 13 | . | 0% | 0% | 4%
Cc1c(Br)c([N+](=O)[O-])nn1C(C)C(=O)Nc1nccs1 (stereo not drawn) | -32% | 35%[activator] | 68 | 0% | -4% | -35% | -6%
CCCC(=O)Nc1cc(C(=O)O)ccc1S(=O)(=O)c1ccc(Cl)cc1 | -15% | 10% | 3 | -5% | 4% | 0% | -18%
CC(/C=C/c1ccc2c(c1)OCO2)=N\NC(=O)COc1ccccc1C | -20% | -16% | ? | 5% | 3% | 1% | -11%
Cc1cccc(NC(=O)CSc2ccc(-c3ccccn3)nn2)c1C | -8% | -20% | -30 | 2% | 0% | -1% | -4%
Fc1cccc(NC(=S)Nc2ccc(Br)cc2)c1 | -49% | 18% | 10 | -1% | 4% | 20µM* | -2%
CCn1cc(S(=O)(=O)c2ccccc2)c(=O)c2cc(C)ccc21 | . | . | 18 | . | -5% | -4% | -7%

As a working copy, 2 of the compounds above.
molecule | AmpC inh no detg | AMA1 RON2 block | HCMV antiviral | LmPK inhibitor | TbPYK inhibitor | Sm TGR block | AmpC inh detg
COC(=O)C1=C(c2cccc(C#N)c2)C[C@@H]2CC[C@H]1N2C(=O)N1CCOCC1 | 0% | 0% | 3 | . | 6% | -3% | 0%
C/C(=N\NC(=O)c1c([N+](=O)[O-])c(C)nn1C)c1ccc(NC(=O)c2ccc(C)o2)cc1 | -2% | 23% | 32 | 1% | -9% | 1% | -3%

Other records follow:
molecule | AmpC inh no detg | AMA1 RON2 block | HCMV antiviral | LmPK inhibitor | TbPYK inhibitor | Sm TGR block | AmpC inh detg
CC(=O)OCC(=O)Nc1ccc(SC(F)F)cc1 | -17% | -6% | -12 | -6% | -6% | -3% | 6%
O=C(OCc1ccc(F)cc1Cl)c1ccccn1 | -2% | 3% | 2 | ? | 0% | 3% | -5%
COc1ccc(N2CC(C(=O)Nc3ccccc3C(=O)NC3CC3)CC2=O)cc1 (stereo not drawn) | -19% | -2% | 36 | -2% | -3% | 59%[activator] | 3%
O=C(Nc1ccc(OC(=O)c2ccccc2)c(-c2nc3ccccc3s2)c1)c1ccccc1 | -28% | -5% | -13 | 2% | -11% | -18% | ?
COc1ccccc1NC(=O)C(=O)c1cn(CC(=O)N2CCCC2)c2ccccc12 | 141%[activator] | -12% | 36 | -9% | 6% | -5% | -4%
CC(O)Cn1ccccc1=N (stereo not drawn) | -14% | -5% | 11 | -4% | -6% | 13% | ?
Cc1cc(C)c(NC(=O)CC(=O)c2ccccc2)c(Cl)c1 | -38% | 4% | ? | -1% | -3% | -7% | -5%
Cc1cccc(NC(=O)CSc2nc3c([nH]c4ccccc43)c(=O)n2-c2cc(C)cc(C)c2)c1 | . | . | ? | . | -6% | 4% | 6%
O=C(COC(=O)/C=C/c1cccc(Br)c1)NC1CC1 | -13% | -6% | 11 | . | 4% | -9% | -1%
COC(=O)c1ccc(N2CCN(CC(=O)c3ccc(C)cc3)CC2)c([N+](=O)[O-])c1 | . | 15% | 3 | . | -10% | . | .
Cc1ccccc1N1C(=O)NC(=O)/C(=C\c2cc(C)n(C)c2C)C1=O | -25% | -9% | -21 | 6% | -4% | ? | 5%
c1ccc(CNCc2ccc3c(c2)OCO3)nc1 | -21% | 38%[activator] | 27 | 12% | 1% | 0% | 0%
CCn1cc(C(=O)N2CCN(c3cccc(Cl)c3)CC2)c(=O)c2cc(S(=O)(=O)N3CCCCC3)ccc21 | . | . | 11 | . | -2% | 0% | -3%
CC12CCC(=O)N1C(C(=O)NNC(=O)COc1ccc(Br)cc1)CS2 (stereo not drawn) | -14% | 96%[activator] | 5 | . | 0% | -4% | -12%
O=C(COC(=O)c1ccc([N+](=O)[O-])s1)NCCc1ccccc1 | -13% | 24% | . | . | 1% | ? | 4%
O=S(=O)(c1cc(Cl)ccc1Cl)N1CCC2(CC1)OCCO2 | 26% | 11% | -8 | -10% | -2% | -7% | -9%
CCOc1ccc(C2C(C(=O)/C=C/c3ccco3)=C(O)C(=O)N2CCN2CCOCC2)cc1OC (stereo not drawn) | 63%[activator] | 10% | 31 | 7%[11.5 µM] | -13% | 5µM* | 1%
Cc1csc2c(NC3CCN(Cc4ccccc4)CC3)ncnc12 | -4% | -4% | -18 | -3% | -6% | 10% | 1%
CCOc1cc(OCC)cc(C(=O)N2CCC[C@H]2C(=O)N2CCC[C@H]2C(=O)NCc2ccncc2)c1 | . | -11% | 11 | . | 0% | . | .
COc1ccc(N2C(=NC(=O)C3CCCCC3)SC3CS(=O)(=O)CC32)cc1OC (stereo not drawn) | 14% | -4% | -9 | 10% | 3% | -3% | 7%
CCOC(=O)C1CCCN(C(=S)NC(=O)c2cc(Br)ccc2Cl)C1 (stereo not drawn) | -20% | 15% | -12 | . | -7% | -2% | ?
CC(C)OP(C)(=O)CN1CCN(CP(C)(=O)OC(C)C)CC1 (stereo not drawn) | -5% | 4% | -29 | 5% | 0% | 4% | ?
O=[N+]([O-])c1ccc(N/N=C/c2cccs2)nc1 | . | 10% | 18 | . | 1% | . | .
O=C1NC[C@H](Cc2ccccc2)N(CC2CCN(CCC3CCCC3)CC2)C1=O | . | 0% | -14 | . | 3% | . | .
Cc1cccc(-c2noc(CNC(=O)c3ccc4c(c3)OCO4)n2)c1 | -29% | -6% | -14 | -2% | -5% | -6% | -8%
COc1ccccc1/C=N/NC(=O)CN(C1=NS(=O)(=O)c2ccccc21)c1ccccc1 | 0% | 6%[11.6 µM] | -38 | -4% | -4% | -2% | -7%
CCCNC(=O)N(C)C[C@@H]1Oc2cc(Br)ccc2S(=O)(=O)N([C@@H](C)CO)C[C@H]1C | . | 25% | 7 | . | -11% | . | .
CSc1ccccc1NC(=O)c1ccc(CN2CCOCC2)cc1 | -15% | -11% | 18 | -2% | 3% | 14% | -11%
CC1CCN(C2=C(NS(=O)(=O)c3ccccc3)C(=O)c3ccccc3C2=O)CC1 | 0% | ? | -24 | -22% | -8% | 1% | -3%
COC(=O)C1C(=O)c2c([nH]c(C(=O)OCCSC)c2C)CC1C (stereo not drawn) | 4% | -12% | 23 | 9% | -1% | -2% | -9%
C[C@@H]1CCCCO[C@@H](CN(C)C(=O)c2ccncc2)[C@@H](C)CN([C@H](C)CO)C(=O)c2cc(NC(=O)Cc3ccccc3)ccc2O1 | . | 0% | -11 | . | -1% | . | .
CCOC(=O)Cc1c(C)nc2c(-c3ccccc3)cnn2c1C | 140%[activator] | 51%[activator] | 10 | -5% | 5% | -4%[57.1 µM] | -6%

Hits appear at their usual frequency (roughly 7.4% active in at least one column).
